GLP-1R agonist = qHTS of GLP-1 Receptor Agonists; HEK293 GLP-1R CRE-luciferase, luminescence, 4-6 h; cells express a hypersensitive GLP-1R form; Potency, µM (series often up to 45.6 µM), inactives show at the highest dose activation, hits mostly activators; 0.007% of 380,000 active; AID 624172, 2012; further: potency means the concentration at half of the fitted maximal effect; % of control where 0% means no effect
Target sequence (P43220 whole entry, looked up): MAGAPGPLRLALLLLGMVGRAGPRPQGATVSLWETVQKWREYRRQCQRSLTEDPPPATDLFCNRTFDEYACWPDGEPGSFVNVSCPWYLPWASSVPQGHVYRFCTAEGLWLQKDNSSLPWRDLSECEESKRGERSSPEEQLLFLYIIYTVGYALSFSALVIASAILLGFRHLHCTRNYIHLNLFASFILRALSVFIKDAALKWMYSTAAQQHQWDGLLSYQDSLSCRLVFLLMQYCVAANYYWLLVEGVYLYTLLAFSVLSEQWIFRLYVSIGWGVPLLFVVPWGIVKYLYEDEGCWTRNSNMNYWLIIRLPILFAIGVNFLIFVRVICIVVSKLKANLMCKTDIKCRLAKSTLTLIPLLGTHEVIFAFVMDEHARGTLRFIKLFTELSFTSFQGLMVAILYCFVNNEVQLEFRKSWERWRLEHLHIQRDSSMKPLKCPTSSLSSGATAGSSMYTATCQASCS
SW480 rereplic = A quantitative high throughput screen for small molecules that induce DNA re-replication in SW480 colon adenocarcinoma cells | SW480 DNA re-replication, Hoechst DNA content imaging, 48 h | Potency, µM (highest dose often 46.1 µM), for inactives: at the highest dose re-replication activation, hits mostly activators | 1.8% of 340,000 active | AID 624297, 2012; further: potency means the concentration at half of the fitted maximal effect; % of control where 0% means no effect; nearly all actives have a fitted effect of over 55% in size
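Per well, 250 cells were exposed to pinned compound for 48 hr. Nuclear DNA was visualised with Hoechst (40 min, 37 C) and total object intensity recorded by fluorescence scanning.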
HT1080-NT tox = qHTS for induction of synthetic lethality in tumor cells producing 2HG: qHTS for the HT-1080-NT fibrosarcoma cell line; Potency, µM (highest dose often 46.1 µM), inactives show at the highest dose activity, negative = less viability, most hits filed as cytotoxic; AID 686970, 2013; HT-1080-NT fibrosarcoma viability, CellTiter-Glo ATP luminescence, 48 h; 1.6% of 360,000 active;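 further: NT is the 2HG producing partner of a matched IDH1 knockdown line; potency means the concentration at half of the fitted maximal effect; 0% = DMSO-treated cells and -100% = media-only wells without cells; nearly all actives have a fitted effect of over 55% in size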
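A 48-hour cytotoxicity screen used HT-1080-NT cells plated 2 hours before compound delivery. ATP-based CellTiter-Glo luminescence measured viability, normalized to DMSO and no-cell controls.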
KB-V1 MDR tox = qHTS assay for MDR1-selective chemotherapeutics: Primary screen using the drug-selected MDR subline cells KB-V1; Potency, µM (doses to about 46.1 µM), inactives show at the highest dose activity change, negative = cytotoxicity, hits mostly cytotoxic; 3.4% of 400,000 active; KB-V1 MDR cells viability, CellTiter-Glo, 72 h; AID 1347076, 2019; further: potency means the concentration at half of the fitted maximal effect; on the % scale 0 is the no-effect control and ±100 the full control effect; nearly all actives have a fitted effect of over 60% in size
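Luminescent ATP read-out (CellTiter-Glo, 10 min) measures survival of drug-selected KB-V1 MDR cells after 72 h, 37 degrees C compound exposure. Medium: phenol-red-free DMEM, 10% FBS. Values from fitted concentration-response curves.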
HT1080 IDH1KD tx = qHTS for induction of synthetic lethality in tumor cells producing 2HG: qHTS for the HT-1080-IDH1KD cell line. Potency, µM (series often up to 46.1 µM), for the others: at the highest dose activity, negative = toxicity, usual class: cytotoxic. HT-1080 IDH1 knockdown viability, ATP luminescence, 48 h. 2% of 360,000 active;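 further: potency means the concentration at half of the fitted maximal effect; 0% = DMSO wells and -100% = cell-free medium wells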
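% activity derives from luminescence (CellTiter-Glo), normalised to DMSO and no-cell wells. HT-1080-IDH1KD cells, 750/well, had 48 h compound exposure at 37 °C.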
KB-3-1 cytotox = qHTS assay for MDR1-selective chemotherapeutics: Primary screen using the parental adenocarcinoma cell KB-3-1; KB-3-1 viability, CellTiter-Glo ATP luminescence, 72 h; Potency, µM (doses to about 46.1 µM), for inactives: at the top dose activity change, negative = cytotoxic, usual class: cytotoxic; 1.4% of 400,000 active; AID 1347075, 2019; further: potency means the concentration at half of the fitted maximal effect; on the % scale 0 is the no-effect control and ±100 the full control effect; nearly all actives have a fitted effect of over 60% in size
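Here the drug-naive KB-3-1 line serves as comparator for MDR sub-line selectivity; cells received compound titrations, 72 h at 37 °C, then CellTiter-Glo readout.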
IL1B secr inh = qHTS for Inhibitors of Inflammasome Signaling: IL-1-beta AlphaLISA Primary Screen. THP-1 LPS/ATP IL-1B secretion, AlphaLISA, 16 h; stronger effect = lower value. activity change, % at 57.5 µM. 4.7% of 360,000 active; in the data active means activity change below about -50%; inconclusive means mostly about -30% to -49%; further: on the % scale 0 is the no-effect control and ±100 the full control effect
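THP-1 cells pretreated 1 hr with compounds (up to 57.5 uM final), then stimulated with LPS (250 ng/mL final) plus ATP (1.25 mM final); secreted IL-1B measured by AlphaLISA after 16 hr, decreased signal indicating inhibition.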
DRD3 agonist = qHTS of D3 Dopamine Receptor Agonist: qHTS. D(3) dopamine receptor (Homo sapiens), P35462. D3R DiscoveRx beta-arrestin cells, luminescence, 90 min. max activation, %. 0.58% of 410,000 active. AID 652048, 2013; in the data active means max activation above about 30%; further: 0% is about no effect; mostly tested at two doses, the higher about 12 µM
Target sequence (P35462 whole entry, looked up): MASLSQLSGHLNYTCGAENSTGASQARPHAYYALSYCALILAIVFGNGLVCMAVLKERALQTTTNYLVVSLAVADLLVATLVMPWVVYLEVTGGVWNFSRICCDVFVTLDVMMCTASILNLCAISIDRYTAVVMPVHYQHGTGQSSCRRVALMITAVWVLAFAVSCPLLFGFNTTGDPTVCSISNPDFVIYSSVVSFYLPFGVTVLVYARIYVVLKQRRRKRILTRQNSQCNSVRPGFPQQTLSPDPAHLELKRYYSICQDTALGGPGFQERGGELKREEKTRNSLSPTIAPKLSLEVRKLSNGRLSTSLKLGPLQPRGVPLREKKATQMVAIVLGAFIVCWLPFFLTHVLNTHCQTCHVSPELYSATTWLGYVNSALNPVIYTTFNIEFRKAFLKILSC
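Agonist mode: compounds and dopamine controls were applied to plated cells for 90 min at 37 degrees C after an overnight attachment at 1500 cells/well. Luminescent read-out followed 30 - 60 minutes at room temperature with DiscoveRx detection reagent.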
D3 antag = qHTS of D3 Dopamine Receptor Antagonist: qHTS; D(3) dopamine receptor (Homo sapiens), P35462; D3R cells, DiscoveRx beta-arrestin luminescence, antagonist mode; stronger effect = lower value; max response, negative = inhibition, %; 2.5% of 360,000 active; AID 652054, 2013; in the data active means max response below about -50%; inconclusive means no clear call, values can overlap the other calls; further: on the % scale 0 is the no-effect control and ±100 the full control effect; mostly tested at two doses, the higher about 12 µM
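Cells expressing the human receptor were seeded at 1500 cells/well, incubated overnight at 37 degrees C in 5% CO2, then exposed to library compounds with dopamine controls for 90 minutes at 37 degrees C before luminescent detection.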
The depositor's hits bear a star; ? = inconclusive; / = not tested or not shown; & = joins results of further samples; [ ] = dose if it differs, or a comment. Unless noted, the call rests on the fitted dose curve; in most records, active means well fitted curve in the direction sought with a large enough effect; inconclusive means small, poorly fitted or top-dose-only effect, or another doubt; inactive means no such curve, though single readings can be large; an effect the other way counts as inactive or inconclusive.

SMILES	GLP-1R agonist	SW480 rereplic	HT1080-NT tox	KB-V1 MDR tox	HT1080 IDH1KD tx	KB-3-1 cytotox	IL1B secr inh	DRD3 agonist	D3 antag
O=C(CCCCn1c(=O)[nH]c2ccccc2c1=O)N1CCN(c2ncccn2)CC1	-1%	-3%	3%	0%	1%	10%	4	0	3
O=C(Nc1ccccc1Cl)c1ccc(Cl)cc1Cl	19%	0%	19%	-12%	13%	5%	-4	-5	-1
COc1ccc(CN2C(=O)[C@@H]3Cc4c([nH]c5ccccc45)C(C)(C)N3C2=O)cc1	5%	-6%	/	?	/	18µM*	/	/	/
O=C(Cc1cc(C(F)(F)F)cc(C(F)(F)F)c1)Nc1c(-c2ccccc2)[nH][nH]c1=O	/	/	-1%	-4%	-2%	-3%	19	1	-8
CCC(=O)c1cn(CC(=O)Nc2ccc(F)cc2)c2ccccc12	1%	/	-7%	-14%	-18%	1%	10	-3	-9
Nc1nc2c(ncn2[C@@H]2O[C@H](CNCc3ccc(F)c(N4CCOCC4)c3)[C@@H](O)[C@H]2O)c(=O)[nH]1	-6%	/	25%	14%	25%	0%	22	6	3
CC1=C(C(=O)N2CCCCCC2)CC(CC(=O)NCCc2ccccn2)C(=O)N1Cc1ccccc1 (stereo not drawn)	-5%	/	27%	11%	11%	-1%	9	6	-12
CCOc1ccc(OCCCCOc2ccccc2C(C)=O)cc1	23%	18%	8%	11%	2%	6%	8	3	9
O=C(CN1CCC(c2nc3ccccc3s2)CC1)NCc1cccs1	8%	17%	10µM*	-28%	?	5%	-22	-1	-14
COc1ccc(C2CC(=O)N(Cc3ccc(F)cc3)c3ccccc3S2)cc1OC (stereo not drawn)	-6%	/	/	16µM*	/	?	/	1	/
Cc1ccc(/C=N/NC(=O)C(C)NC(=O)c2ccccc2)cc1 (stereo not drawn)	6%	-4%	4%	11%	13%	-2%	-8	-4	-6
O=C(O)c1cc(N2C(=O)CCC2=O)ccc1Cl	0%	14%	5%	2%	-3%	-6%	6	4	-11
O=C(NCc1cccnc1)c1cccc(S(=O)(=O)N2CCOCC2)c1	9%	5%	0%	-10%	-2%	-11%	-12	1	?
CN(C)CCNC(=S)Nc1ccccc1Cl	2%	-5%	8%	9%	5%	6%	7	-9	10
C#CCOCCOCCOCCNc1nc(N2CCN(C(=O)CCCCCCCCCCNC(=O)Cn3cc(CCCCCN)nn3)CC2)nc(N2CCN(C(=O)CCCCCCCCCCNC(=O)[C@H]([C@@H](C)CC)n3cc(CCCCN=C(N)N)nn3)CC2)n1	-3%	?	?	?	?	?	-110*	-34	-63*
CCC1CCc2nc3sc(C(=O)Nc4ccc(F)c(Cl)c4)c(N)c3cc2C1 (stereo not drawn)	0%	/	/	0%	/	-3%	/	-7	/
Cc1ccc2nc(C(F)OC(F)(F)F)[nH]c2c1 (stereo not drawn)	4%	0%	7%	0%	-1%	6%	48	2	17
O=C(C1=C(O)C(=O)N(CCN2CCOCC2)C1c1cccnc1)c1cc2ccccc2o1 (stereo not drawn)	-14%	-2%	9%	-3%	-9%	1%	23	0	-30
CCC(=O)N1CCc2cc(Br)cc(S(=O)(=O)NCCN3CCCCC3C)c21 (stereo not drawn)	-4%	-9%	1%	8%	6%	10%	29	2	8
Fc1ccc(-c2cn(-c3ccccc3)c3[n+]2CCS3)cc1	1%	-5%	?	13%	-2%	?	-13	-2	6
Cc1cc(C)c(NS(=O)(=O)c2ccccc2)c(C)n1	-1%	/	11%	-1%	-1%	-10%	10	2	-12
CC(=O)c1ccc(OCCCC(=O)NCc2nnc3ccccn23)cc1	7%	-266%[inhibitor]	10%	9%	2%	3%	11	0	1
CCS(=O)(=O)c1ncc(Cl)c(C(=O)Nc2ccc(S(=O)(=O)N(C)c3ccccc3)cc2)n1	-7%	10µM*	2.6µM*	?	3.7µM*	2.6µM*	-103*	-34&-28	?
COCCCNC(=O)CC(NS(=O)(=O)c1ccc(C)cc1)c1ccco1 (stereo not drawn)	-4%	-7%	6%	-5%	4%[9.24 µM]	4%	5	9	-58*
CCOc1ccc(/C=N/Nc2cc(N3CCOCC3)nc(C)n2)c(O)c1	12%	?	-3%	-1%	-3%	-25%	74	-5	-7

Continued; the last 2 above are carried over.
SMILES	GLP-1R agonist	SW480 rereplic	HT1080-NT tox	KB-V1 MDR tox	HT1080 IDH1KD tx	KB-3-1 cytotox	IL1B secr inh	DRD3 agonist	D3 antag
COCCCNC(=O)CC(NS(=O)(=O)c1ccc(C)cc1)c1ccco1 (stereo not drawn)	-4%	-7%	6%	-5%	4%[9.24 µM]	4%	5	9	-58*
CCOc1ccc(/C=N/Nc2cc(N3CCOCC3)nc(C)n2)c(O)c1	12%	?	-3%	-1%	-3%	-25%	74	-5	-7
COc1ccc(-c2cc(CCC(=O)N3CCN(c4cc(C)ccc4C)CC3)on2)cc1	17%	0%	-4%	-21%	-9%	-23%	34	18	0
CCOC(=O)N1CCN(C(=O)CN(c2ccc(Cl)c(C(F)(F)F)c2)S(C)(=O)=O)CC1	-6%	-10%	-2%	23µM*	-1%	-26%	2	1	24
O=C(NCCn1cc(SCc2ccc(F)cc2)c2ccccc21)c1ccccc1F	0%	10%	?	5%	?	?	?	6	41
O=C(CSc1nnnn1C1CCCC1)NCc1ccccc1	5%	2%	4%	6%	9%	19%	13	-1	-23
Cc1nn(-c2ccccc2)c(C)c1/C=N/n1c(-c2ccc(C(C)(C)C)cc2)n[nH]c1=S	3%	11%	?	1%	?	?	-6	-22	-16
CCOCCCNCc1ccc(OCc2ccc(F)cc2)c(OC)c1	2%	0%	-23%	?	-7%	2%	-7	-11	13
Cc1cc(C)n(-c2nc(NCC3CCCO3)c3c4c(sc3n2)COC(C)(C)C4)n1 (stereo not drawn)	1%	17%	0%	?	-8%	16µM*	-51*	-17	-26
CC1CCC(NS(=O)(=O)c2ccc(Cl)nc2)CC1 (stereo not drawn)	0%	1%	-1%	0%	1%	5%	5	5	12
COC(=O)c1cc(C(=O)c2cccc(Cl)c2Cl)cn1C	0%	-1%	0%	-29%	1%	4%	9	3	43
CC1CCN(C(=O)C2CCN(S(=O)(=O)c3cccc4nsnc34)CC2)CC1	1%	3%	16%	12%	6%	0%	-9	1	8
CSc1nc2ccccc2n1CC(=O)N1CCCCC1	-9%	-13%	7%	16%	20%	7%	6	7	56
COc1ccccc1N(CC(O)Cn1c2ccccc2c2ccccc21)S(=O)(=O)c1ccccc1 (stereo not drawn)	0%	?	-6%	?	-21%	-5%	-101*	-3	5
CCc1ccccc1NC(=S)N(Cc1cccs1)C1CCCC1	1%	3%	6%	-10%	6%	-10%	8	1	3
CN(Cc1cn(Cc2ccccc2)nc1-c1ccc2c(c1)OCO2)Cc1nccn1C	19%	-4%	-4%	1%	-13%	-6%	?	2	9
Oc1ccccc1/C=N/N1CCCCC1	6%	?	8%	4%	12%	14%	1	4	13
Cc1ccc(S(=O)(=O)N2C[C@H]3n4c(=O)ccc(=O)n4C[C@H](OC(=O)Nc4cccs4)[C@@]3(O)C2)cc1	-4%	/	?	-9%	-30%	-11%	-79*	-2	-5
CCn1c(=O)c2c(nc(SCC(=O)NCC3CCCO3)n2C)n(C)c1=O (stereo not drawn)	-8%	-7%	5%	-10%	-2%	9%	8	2	-12
CC(C)(O)CC[C@@H](O)[C@](C)(O)C1CC[C@@]2(O)C3=CC(=O)[C@@H]4C[C@@H](O)[C@@H](O)C[C@]4(C)C3CC[C@]12C (stereo partly drawn)	-1%	?	11%	0%	12%	26%	36	16	-2
Clc1cccc(CN2CCCCCC2)c1Cl	2%	-7%	1%	21%	7%	-4%	1	-13	-25
O=C1COc2ccc(C(=O)c3ccccc3C(=O)O)cc2N1	-7%	-8%	19%	5%	8%	11%	23	-2	10
CC(=O)N/C(=C\c1ccccc1)C(=O)OCc1cccc(S(=O)(=O)N(C)C)c1	26%	2%	-1%	-8%	-11%	-27%	5	12	29
N/C(=N\OC(=O)c1ccc(Cl)cc1Cl)c1ccc(Cl)cc1	2%	-2%	-4%	-5%	-10%	0%	0	-5	5
NC(=O)C1CCN(C2CC(=O)N(Cc3ccc(N4CCCC4=O)cc3)C2=O)CC1 (stereo not drawn)	-3%	-6%	-3%	-9%	-10%	0%	4	0	-2
O=C(O)COc1ccc(NC(=O)c2ccco2)cc1	7%	?	-4%	0%	14%	8%	-12	1	-4
O=C(CSc1ncn[nH]1)N1N=C2/C(=C/c3ccccc3)CCCC2C1c1ccccc1 (stereo not drawn)	8%	-6%	?	?	?	-30%	-13	1	11
CSc1[nH]c(=O)c(C(=O)O)cc1C#N	-5%	1%	6%	8%	4%	11%	19	-2	?
CCOC(=O)Cn1c(N)c(C(=O)OC)sc1=S	-13%	-10%	-2%	3%	11%	2%	0	1	?
O=C(NCCc1cccc(F)c1)C1CC(O)CN1C(=O)Nc1ccccc1 (stereo not drawn)	2%	/	5%	24%	5%	7%	22	0	-13
Cc1ccc(S(=O)(=O)Nc2ccccc2C(=O)Nc2nc(-c3ccc(F)cc3)cs2)cc1	-18%	?	?	2.6µM*	?	12µM*	-26	20	32

Source: PubChem (National Center for Advancing Translational Sciences (NCATS))

An unsorted share of the library. Share with any hit: about 12%.
